MPTP block – permeability transition pore inhibition | isolated mouse mitochondria, Ca2+ swelling absorbance, 30 min | inhibition, % at 10 µM | 1.4% of 360,000 active | AID 602449;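 active means inhibition of 50% or more, scaled per plate between neutral and stimulator controls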;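 further: 0% = DMSO wells given calcium and 100% = 1 mM EGTA wells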
ATG4B inhibitor – ATG4B (human) cysteine protease inhibition; AID 504462; 0.51% of 340,000 active; ATG4B cleavage of LC3-PLA2, NBD-HPC fluorescence, 1 h; inhibition, % at 8.33 µM; Q9Y4P1; in the data active means inhibition above about 40%
Target sequence (Q9Y4P1 whole entry, looked up): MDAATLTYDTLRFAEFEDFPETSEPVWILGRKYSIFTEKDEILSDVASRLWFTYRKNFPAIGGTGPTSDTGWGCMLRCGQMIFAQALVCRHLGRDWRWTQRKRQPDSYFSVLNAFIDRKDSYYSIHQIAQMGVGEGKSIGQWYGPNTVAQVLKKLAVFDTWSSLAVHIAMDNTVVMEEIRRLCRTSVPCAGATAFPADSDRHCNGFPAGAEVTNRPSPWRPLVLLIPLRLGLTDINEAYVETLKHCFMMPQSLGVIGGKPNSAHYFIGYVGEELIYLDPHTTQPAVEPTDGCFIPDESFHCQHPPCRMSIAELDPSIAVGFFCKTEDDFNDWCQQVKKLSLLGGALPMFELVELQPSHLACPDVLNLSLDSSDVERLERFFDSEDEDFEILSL
hIAP act – increases human intestinal alkaline phosphatase activity; P09923; purified human IAP, CDP-Star luminescence, 30 min; hits give high values; 1 = vehicle-only enzyme, 0 = enzyme-free background; activation factor at 10 µM; 0.16% of 330,000 active; AID 2524;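 active means activation factor of the enzyme at least 2-fold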; further: the source names both 10 and 20 µM as test concentration; values of inactives mirror those of a sister screen read the other way
APOBEC3A inh – blocks human APOBEC3A ssDNA deamination; inhibition, % at 20 µM; recombinant A3A, FAM/TAMRA ssDNA deamination fluorescence; 0.41% of 330,000 active; P31941;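 active means at least 40% inhibition at 20 µM here, with at most 30% in a related deaminase screen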;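 further: plate controls were A3A with DMSO for no effect and wells lacking A3A enzyme for full effect; some results filed as inactive read as strong as hits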
Target sequence (P31941 whole entry, looked up): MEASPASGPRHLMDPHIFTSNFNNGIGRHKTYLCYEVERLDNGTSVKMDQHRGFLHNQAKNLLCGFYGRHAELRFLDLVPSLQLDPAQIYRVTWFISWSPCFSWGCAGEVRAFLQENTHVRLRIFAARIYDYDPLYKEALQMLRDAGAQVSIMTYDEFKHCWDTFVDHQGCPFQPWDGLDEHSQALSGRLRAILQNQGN
hIAP block – blocks human intestinal alkaline phosphatase | P09923 | purified IAP, CDP-Star luminescence, 30 min | inhibition, % at 10 µM | 0.12% of 330,000 active | AID 2544;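 active means inhibition reaching a set limit with compound at 10 µM in the primary screen, cut at about 35% in these data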;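 further: plate controls were DMSO wells with enzyme for no effect and no-enzyme buffer wells for full effect; values of inactives mirror those of a sister screen read the other way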
APOBEC3G inh – blocks human APOBEC3G single-stranded DNA deamination; recombinant A3G, ssDNA deamination FAM/TAMRA fluorescence; Q9HC16; inhibition, % at 20 µM; 0.28% of 330,000 active;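 active means inhibition of at least 40% at 20 µM, with no more than 30% in the related APOBEC3A deaminase screen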;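 further: plate controls were DMSO wells with A3G for no effect and wells lacking A3G enzyme for full effect; some compounds called inactive have numbers as strong as hits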
Target sequence (Q9HC16 whole entry, looked up): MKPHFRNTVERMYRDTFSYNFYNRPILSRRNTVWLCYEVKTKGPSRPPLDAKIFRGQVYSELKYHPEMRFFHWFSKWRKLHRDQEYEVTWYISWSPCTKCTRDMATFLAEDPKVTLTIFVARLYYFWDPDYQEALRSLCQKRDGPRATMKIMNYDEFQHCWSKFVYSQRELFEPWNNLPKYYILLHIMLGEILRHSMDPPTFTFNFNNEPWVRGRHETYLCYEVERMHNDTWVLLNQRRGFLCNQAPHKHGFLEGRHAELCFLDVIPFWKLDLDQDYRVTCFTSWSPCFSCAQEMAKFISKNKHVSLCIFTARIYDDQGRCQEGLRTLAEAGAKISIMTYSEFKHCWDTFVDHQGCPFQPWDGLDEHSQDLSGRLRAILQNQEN
mIAP act – increases mouse intestinal alkaline phosphatase activity; AID 2805; 0.24% of 330,000 active; activation factor at 10 µM; muIAP, CDP-Star luminescence, 30 min; hits give high values; 1 = vehicle-only enzyme signal, 0 = enzyme-free wells;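 active means activation factor of at least 2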; further: the source names both 10 and 20 µM as test concentration; values of inactives mirror those of a sister screen read the other way
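System: Mouse IAP enzyme | Also added: CDP-Star substrate | Dosing: Compounds dispensed in DMSO | Schedule: 30 min enzyme-substrate-compound incubation at room temperature | Technique: Chemiluminescence readout | Control set: DMSO-only wells and no-enzyme negative control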
mIAP inh – blocks mouse intestinal alkaline phosphatase | purified mouse IAP, CDP-Star luminescence, 30 min | inhibition, % at 10 µM | 0.2% of 330,000 active;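 active means inhibition of at least 40% at 10 µM in the primary screen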;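 further: plate controls were DMSO with enzyme for no effect and no enzyme wells for full effect; values of inactives mirror those of a sister screen read the other way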
beta cell repl – MIN6 beta-cell proliferation induction | 0.29% of 330,000 active | AID 2380 | proliferation, % at 10 µM | MIN6 cells proliferation, ATPlite luminescence, 48 h; cells starved in 0.2% serum; 100% = growth in 10% serum;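 active means compounds whose signal lies at least 3.5 SD above the mean of all wells on their plate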;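 further: 0% = DMSO-treated cells in low-serum medium and 100% = 10% serum control; some compounds called inactive have numbers as strong as hits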
Starred values were filed as active, the others as inactive.

nr	Compound	ATG4B inhibitor	APOBEC3A inh	mIAP act	hIAP act	beta cell repl
1	Cc1nn(CC(=O)Nc2ccccn2)c(C)c1[N+](=O)[O-]	-5	-7	1.1	1.3	-1
2	N/C(=N\OC(=O)Cc1ccccc1[N+](=O)[O-])c1cccnc1	-5	0	1	1	2
3	O=C(COC(=O)c1ccc([N+](=O)[O-])o1)Nc1ccc(F)cc1	-8	5	0.99	1.2	-1
4	CC1CN(C(=O)N2CCCCC2)CCN1C(=O)N1CCCCC1 (stereo not drawn)	14	-1	1	1	-2
5	CC(C)(C)N/N=C/c1cc(Cl)cc([N+](=O)[O-])c1O	10	-2	0.92	0.68	0
6	Cc1noc(C)c1COc1ccccc1C(=O)NCCOc1ccccc1F	-3	-3	0.94	0.91	3
7	S=C(Nc1cccnc1)N1CCN(c2ccccc2Cl)CC1	-2	-3	1	1.1	2
8	Cc1cc(N2CCN(C)CC2)nc2ccc(NC(=S)N3CCN(c4ccc(Cl)cc4)CC3)cc12	-7	-2	0.94	0.99	-6
9	COc1ccc(C(N)=O)cc1N	-8	-4	0.88	1.2	-2
10	COc1ccccc1Nc1nc(N)nc(CN2CCC(C)CC2)n1	4	-2	1.1	1.2	3

nr	APOBEC3G inh	mIAP inh	hIAP block	MPTP block
1	-4	-11	-26	0.4
2	-4	-2	0	-2.0
3	-3	1	-21	0.3
4	-2	-2	-3	-1.5
5	-7	8	32	93*
6	-4	6	10	0.3
7	-9	-5	-6	0.3
8	-5	6	1	3.9
9	-14	12	-18	1.4
10	-3	-7	-19	-0.1

(continued)
nr	Compound	ATG4B inhibitor	APOBEC3A inh	mIAP act	hIAP act	beta cell repl
11	CCCc1nnc(NC(=O)CCC(=O)N2CCN(Cc3cc(Cl)ccc3OC)CC2)s1	0	-1	1	1.2	-2
12	COc1cc([N+](=O)[O-])cc2sc(NC(=O)C3CC3)nc12	-6	-3	1.1	0.96	-2
13	Cc1ccc(C(=O)NCCNC(=O)c2ccccc2)cc1	6	2	1	0.94	-1
14	O=C(CSc1nnc(CNC(=O)C23CC4CC(CC(C4)C2)C3)n1-c1ccccc1)Nc1ccccc1	-15	-6	1.2	1.1	0
15	Nc1c(C(=O)CCC(=O)O)oc2ccc(Cl)cc12	-6	-2	1	0.86	-3
16	Cc1ccc(C2C3=C(CC(C)(C)CC3=O)OC3=C2C(=O)CC(C)(C)C3)cc1	0	-2	1	1.2	-2
17	CC12CCC(=O)N1C(C(=O)NNC(=O)c1ccc(Cl)cc1)CS2 (stereo not drawn)	0	0	1	1.1	-2
18	COC(=O)c1cccc(NC(=O)Cn2cnc3c2c(=O)n(C)c(=O)n3C)c1	-6	12	0.99	1	-2
19	CC1=C(C(=O)OCc2ccccc2)C(c2ccccc2-c2ccccc2)NC(=O)N1CCCCCC(=O)O (stereo not drawn)	-10	-4	0.89	0.72	-8
20	Cc1ccc(S(=O)(=O)N2CCOCC2)cc1C(=O)OC(C)C(=O)c1ccccc1 (stereo not drawn)	-8	-4	0.95	0.97	-3

nr	APOBEC3G inh	mIAP inh	hIAP block	MPTP block
11	6	-2	-24	-0.9
12	-8	-6	4	-0.7
13	-5	-3	6	0.0
14	-7	-22	-10	2.1
15	-1	0	14	-1.5
16	-6	-3	-24	1.2
17	-5	-4	-7	-0.6
18	-3	0	0	-2.2
19	-8	11	28	1.8
20	-10	4	3	-1.5

(continued)
nr	Compound	ATG4B inhibitor	APOBEC3A inh	mIAP act	hIAP act	beta cell repl
21	CCOc1cc(NC(=S)NCCCOC)c(OCC)cc1NC(=O)c1ccco1	-2	-4	1	0.93	0
22	CCOc1ccc(NC(=O)COC(=O)C2(C)CC2(Cl)Cl)c([N+](=O)[O-])c1 (stereo not drawn)	-2	4	0.88	0.86	-2
23	C/C(=N\NC(=S)NCc1ccccc1)c1ccc2ccccc2c1	2	2	1	1.1	-3
24	O=C1c2ccc([N+](=O)[O-])cc2C(=O)N1Cc1cccnc1	-2	2	1.1	1	1
25	CC(=O)Nc1ccc(NC(=O)C(C)OC(=O)C2(c3ccc(F)cc3)CCCC2)cc1 (stereo not drawn)	-10	2	1.2	1.1	1
26	CCCn1c(SCC(=O)N2c3ccccc3CCc3ccccc32)nc2c1c(=O)n(C)c(=O)n2C	-6	0	1.2	1.1	-2
27	O=C(/C=C/Nc1ccc(F)c(Cl)c1)c1ccco1	3	-2	0.98	0.97	-4
28	C=CCOc1ccc(Br)cc1CNCCCN1CCOCC1	-4	-4	0.93	0.98	-2
29	COc1ccccc1-c1cc(C(=O)Nc2c(F)cc(F)cc2Br)no1	33	-4	1	1.1	0
30	COc1ccc(OCCCC(=O)Nc2nccs2)cc1	-7	2	1	1.2	-2

nr	APOBEC3G inh	mIAP inh	hIAP block	MPTP block
21	-7	0	7	-1.9
22	-1	12	14	-0.6
23	3	-1	-8	11
24	11	-11	0	-0.4
25	-5	-18	-6	-0.8
26	-2	-16	-7	0.8
27	-6	2	3	-0.1
28	-2	7	2	-1.7
29	-4	-4	-13	0.0
30	6	-3	-19	-3.6

More results.
nr	Compound	ATG4B inhibitor	APOBEC3A inh	mIAP act	hIAP act	beta cell repl
31	O=C(COc1ccc2c(-c3ccccc3)cc(=O)oc2c1)NCCCn1ccnc1	-22	7	1.1	1	0
32	O=S(=O)(c1ccc2ccccc2c1)N1CCN(CCO)CC1	3	1	0.94	0.94	0
33	Cc1ccc(C)c2[nH]c(=O)c(CN(CC3CCCO3)C(=S)NCc3ccco3)cc12 (stereo not drawn)	-2	-1	0.91	0.92	-1
34	CCOC(=O)c1c(C)[nH]c(C(=O)N2CCCC(C(=O)c3cccc(OC)c3)C2)c1C (stereo not drawn)	10	-2	0.92	0.89	5
35	c1ccc(Cn2c[n+](Cc3ccccc3)cn2)cc1	-7	6	1.1	1.3	-3
36	O=C(COC(=O)C1CC2CCCC(C1)C2=O)NNC(=O)c1ccccc1F (stereo not drawn)	0	1	0.96	1.1	-1
37	COc1ccc2c(c1)C=CC1(O2)N(CCO)c2ccccc2C1(C)C (stereo not drawn)	-3	2	0.99	0.84	-5
38	Cc1c(-c2nnc(SCC(=O)O)n2-c2ccccc2Br)nnn1-c1ccccc1	7	2	0.95	1	-4
39	CC(=O)NCCC(=O)Nc1nc(-c2cccs2)c(-c2cccs2)s1	1	1	0.93	1	0
40	COC(=O)c1ccc(NC(=O)C[n+]2ccccc2C)cc1	1	-2	0.96	1.1	-1

nr	APOBEC3G inh	mIAP inh	hIAP block	MPTP block
31	0	-6	0	-1.6
32	-5	6	6	0.6
33	-7	9	8	-0.6
34	-1	8	11	1.1
35	33	-11	-26	0.3
36	-5	4	-8	1.0
37	1	1	16	7.3
38	-5	5	-4	-0.6
39	-4	7	-3	-5.9
40	-3	4	-6	0.2

Next structures:
nr	Compound	ATG4B inhibitor	APOBEC3A inh	mIAP act	hIAP act	beta cell repl
41	O=C(NCCc1c[nH]c2ccc(Cl)cc12)c1cccnc1	7	-3	0.99	1.1	-1
42	Cc1cccc(Sc2ccc([N+](=O)[O-])cc2[N+](=O)[O-])n1	-8	1	1	1.1	-6
43	COc1ccc(NC(=O)N2CCC(c3nc4ccccc4[nH]3)CC2)cc1	-8	0	1	1.1	0
44	CCCS(=O)(=O)c1cn2cccc(N)c2c1S(=O)(=O)CCC	-4	4	0.74	1.1	-2
45	Cc1nc2ccc(NC(=O)CSc3nnc(C)s3)cc2[nH]1	-6	-1	1.1	1.1	1
46	Cc1ccccc1-c1nn(-c2ccc(F)cc2F)cc1CNC1CC1	-2	1	0.99	0.87	-2
47	CCCCCC1CC(CC(=O)NC(=S)Nc2ccccc2Cl)C(=O)O1 (stereo not drawn)	-4	-6	0.96	1.1	-4
48	CCC(=O)Nc1ccc(Nc2ccccc2)cc1	-10	-1	0.94	0.8	-2
49	Cc1cc(C(C2C(=O)CC(C)(C)CC2=O)C2C(=O)CC(C)(C)CC2=O)cc(C)c1OC(F)F	-20	-5	1	0.9	0
50	CCCCc1ccc(CC2S/C(=C(\C#N)C(=O)N3CCOCC3)N(c3ccccc3)C2=O)cc1 (stereo not drawn)	-16	-2	1	0.89	-1

nr	APOBEC3G inh	mIAP inh	hIAP block	MPTP block
41	-5	1	-5	1.1
42	7	-2	-5	2.6
43	-2	-1	-8	-1.4
44	1	26	-12	-1.2
45	-5	-5	-13	-0.5
46	-5	1	13	0.5
47	-10	4	-5	1.0
48	-6	6	20	0.5
49	-6	-1	10	2.6
50	-5	0	11	2.8

Exported screen by screen: entries from further up.
[42] Cc1cccc(Sc2ccc([N+](=O)[O-])cc2[N+](=O)[O-])n1
[43] COc1ccc(NC(=O)N2CCC(c3nc4ccccc4[nH]3)CC2)cc1
[44] CCCS(=O)(=O)c1cn2cccc(N)c2c1S(=O)(=O)CCC

compound no.	42	43	44
ATG4B inhibitor	-8	-8	-4
APOBEC3A inh	1	0	4
mIAP act	1	1	0.74
hIAP act	1.1	1.1	1.1
beta cell repl	-6	0	-2
APOBEC3G inh	7	-2	1
mIAP inh	-2	-1	26
hIAP block	-5	-8	-12
MPTP block	2.6	-1.4	-1.2

Ordered by number of heavy atoms (rising): part of the list above
nr	Compound	ATG4B inhibitor	APOBEC3A inh	mIAP act	hIAP act	beta cell repl
48	CCC(=O)Nc1ccc(Nc2ccccc2)cc1	-10	-1	0.94	0.8	-2
42	Cc1cccc(Sc2ccc([N+](=O)[O-])cc2[N+](=O)[O-])n1	-8	1	1	1.1	-6
49	Cc1cc(C(C2C(=O)CC(C)(C)CC2=O)C2C(=O)CC(C)(C)CC2=O)cc(C)c1OC(F)F	-20	-5	1	0.9	0

nr	APOBEC3G inh	mIAP inh	hIAP block	MPTP block
48	-6	6	20	0.5
42	7	-2	-5	2.6
49	-6	-1	10	2.6

Next entries follow.
nr	Compound	ATG4B inhibitor	APOBEC3A inh	mIAP act	hIAP act	beta cell repl
51	O=C(CCNC(=O)c1ccc(Cl)cc1)Nc1ccccc1N1CCCCC1	7	17	1	0.91	-6
52	COc1ccccc1OCc1nnc(SCC(=O)c2cc(Cl)ccc2OC)o1	-13	-5	1	0.96	-1
53	Nc1ccc(-c2nc3ccc(-c4nc5ccccc5o4)cc3[nH]2)cc1	-16	-2	1.7	1	-4
54	Cn1c(=O)c2[nH]c(N3CCOCC3)nc2n(-c2ccccc2)c1=O	-4	1	1	1.1	-3

nr	APOBEC3G inh	mIAP inh	hIAP block	MPTP block
51	-4	-3	9	-2.5
52	-6	-1	4	4.7
53	-11	-73	-2	-0.3
54	-5	-2	-9	0.6
